NS5 inhibitors: Dengue-2 NS5 methyltransferase inhibitors, primary screen, biochemical, confirmation dose response (AID 588689); inhibition, % at 25 µM, or IC50 in µM where a hit was titrated; Dengue-2 NS5 methyltransferase capping enzyme assay, biochemical; higher % means a stronger effect; hit rate 0.3% among 340,000; in the data active = a potency from the dose series; inconclusive = inhibition above about 29% without an active follow-up result
Large T inhibition: SV40 large T antigen inhibitors, biochemical (AID 1903); one-dose inhibition, % at 20 µM; IC50 in µM for titrated hits; hit rate 0.39% among 310,000; SV40 large T antigen ATPase/helicase inhibition assay; higher % means a stronger effect; in the data active = a potency from the dose series; inconclusive = inhibition mostly from about 32% at the one dose, without a potency; inactive = the rest, 99 in 100 with inhibition below about 32%; note: strong numbers were not always called active
Rac1 GTP hydrolysis: MgcRacGAP GTPase-activating activity inhibitors, confirmation, biochemical, ADP Hunter fluorescence; MgcRacGAP-stimulated Rac1 GTP hydrolysis, ADP Hunter fluorescence; higher % means a stronger effect; GST-tagged Rac1 F28L mutant substrate; hit rate 0.6% among 340,000; Rac GTPase-activating protein 1 (Homo sapiens); one-dose inhibition, % at 30 µM; IC50 in µM for titrated hits;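 active = first-screen hits whose inhibition reached a set limit at any dose in the follow-up dose series; inconclusive = inhibition above the set first-screen limit but never retested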;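 note: fluorescence reports GDP produced by GAP-driven GTP hydrolysis; strong numbers were not always called active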
GPR55 antagonists: GPR55 antagonists blocking LPI-driven arrestin recruitment, primary screen, imaging, U2OS, beta-arrestin-GFP, LPI agonist (AID 2013) | G-protein coupled receptor 55 (Homo sapiens) | U2OS GPR55 beta-arrestin-GFP translocation imaging, LPI antagonism; higher % means a stronger effect | inhibition, % at 10 µM, or IC50 in µM where a hit was titrated | hit rate 0.13% among 290,000;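 active = spots per cell inhibited over 60%, with over 100 cells counted and total cytoplasm intensity under 500,000; inconclusive = wells with under 100 cells, flagged as likely toxic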;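 note: U2OS cells stably carrying GPR55 and arrestin-GFP stimulated by 5 µM LPI near EC80; imaged beta-arrestin-GFP aggregate spots per cell after agonist stimulation; plate controls were LPI-stimulated DMSO wells for no effect and DMSO wells without LPI for full effect; some results filed as inactive read as strong as hits; confirmed hits need IC50 under 10 µM and bright autofluorescent wells are also inconclusive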
GPR35 antagonists: GPR35 antagonists blocking zaprinast-driven arrestin recruitment, primary screen, imaging, U2OS, beta-arrestin-GFP, zaprinast agonist (AID 2058) | G-protein coupled receptor 35 (Homo sapiens) | U2OS GPR35 beta-arrestin-GFP translocation imaging, zaprinast antagonism; higher % means a stronger effect | one-dose inhibition, % at 10 µM; IC50 in µM for titrated hits | hit rate 0.052% among 290,000;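 active = inhibition of at least 50% with at least 30 cells and total cytoplasm GFP at most 10,000,000; inconclusive = under 30 cells or total GFP of 10,000,000 plus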
PhoP inhibition: inhibitors of PhoP regulon expression, primary screen, Salmonella Typhimurium, GFP reporter (AID 1863). S. Typhimurium PhoP-regulated promoter GFP reporter, 4 h; higher % means a stronger effect. inhibition, % at 50 µM, or IC50 in µM where a hit was titrated. hit rate 0.16% among 300,000;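 active = inhibition over 29.93%, a cutoff 3 SD above the screen mean, later confirmed by dose response; inconclusive = inhibition over 29.93% but no dose response follow-up; inactive = inhibition at most 29.93% or unconfirmed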;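 note: 0% = low Mg2+ inducing control and 100% = high Mg2+ repressing control; strong numbers were not always called active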
RSV antiviral HEp-2: RSV antiviral activity via CPE protection, HEp-2 cells, primary 10 µM value included (AID 2391); HEp-2 cells, RSV-induced CPE inhibition; higher % means a stronger effect; one-dose CPE inhibition, % at 10 µM; IC50 in µM for titrated hits; hit rate 0.13% among 310,000; in the data active = a potency from the dose series; inconclusive = CPE inhibition mostly from about 23% at the one dose, without a potency; inactive = the rest, 99 in 100 with CPE inhibition below about 21%; note: strong numbers were not always called active
UTI89 phage lysis: inhibition of K1F phage lysis, E. coli UTI89, bacterial capsule biogenesis inhibitors, alamar blue (AID 488966) | E. coli UTI89 K1F phage lysis, alamar blue, 2 h; higher % means a stronger effect | inhibition, % at 100 µM; hits with a dose series show IC50 in µM | hit rate 0.02% among 340,000;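 active = phage lysis inhibition, versus mean bacterial control, above a set limit; inconclusive = no clear call, values can overlap the other calls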;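 note: capsule biogenesis inhibitors block K1F phage lysis so surviving cells raise fluorescence; higher fluorescence means more inhibition of phage lysis; actives were called in the ten point dose series up to 300 µM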
HIV peptide binding: inhibitors of HIV fusion peptide binding, primary screen, biochemical, uHTS, fluorescence dequenching (AID 1986); cell-free peptide binding, fluorescence dequenching, 30 min; higher % means a stronger effect; one-dose inhibition, % at 20 µM; IC50 in µM for titrated hits; hit rate 0.3% among 290,000; in the data active = inhibition mostly above about 52%, no sharp cut-off; inactive = mostly below about 76%; note: some results filed as inactive read as strong as hits
NS5 inhibitors pilot replicate: also measured in NS5 inhibitors; calls as there; inhibition, %; measured here: pilot screen replicate inhibition
* hit, by the source's call; ? = inconclusive; . = no result given; [ ] = remark or other dose. No enrichment for hits; overall some 1.5% were active at least once.

SMILES	NS5 inhibitors	Large T inhibition	Rac1 GTP hydrolysis	GPR55 antagonists	GPR35 antagonists	PhoP inhibition	RSV antiviral HEp-2	UTI89 phage lysis	HIV peptide binding	others
O=C(COc1ccc(Br)cc1)N(Cc1ccco1)C1CCS(=O)(=O)C1 (centres undefined)	-13.2%	12.7%	12.2%	7.8%	-6.4%	-7.2%	1.3%	0.1%	1.1%
CCOc1ccccc1Oc1c(C)oc2cc(OC(=O)c3ccco3)ccc2c1=O	-0.7%	4.8%	3.7%	-3.7%	2.4%	-8.3%	4.4%	4.4%	-0.3%
CN(C(=O)c1cccc(NC(=O)Cc2ccccc2)c1)c1ccccc1	-6.5%	9.5%	10.8%	-0.8%	9.7%	-4.5%	4.8%	-0.3%	-0.7%	NS5 inhibitors pilot replicate=0.6
COc1cccc(C(=O)C2CCCN(Cc3cn(CC(N)=O)c4ccccc34)C2)c1 (centres undefined)	.	5.0%	4.9%	7.5%	-9.0%	2.0%	-1.2%	-0.1%	-0.9%
Cc1cc(C)c(C(=O)COC(=O)c2c(C)noc2C)cc1C	-4.0%	.	5.8%	.	.	.	-0.9%	0.8%[50 µM]	.
C=CCSc1nc2sc3c(c2c(=O)n1-c1ccccc1)CCN(C)C3	-6.5%	10.4%	6.5%	9.7%	-7.4%	1.4%	0.5%	0.2%	-0.8%
COc1ccc(-c2nnn(CC(=O)N(CC(=O)NC3CCCC3)c3cccc(C)c3)n2)cc1OC	-5.6%	6.0%	8.4%	10.4%	-13.4%	9.1%	1.0%	4.3%	0.5%
C=CCN(CC=C)C(=O)c1cc(Cl)ccc1[N+](=O)[O-]	-5.2%	22.2%	2.4%	-4.4%	19.5%	-5.4%	2.2%	1.7%[50 µM]	1.4%
Cc1ccc(OCCn2c(=S)[nH]c3ccccc32)c(C(C)C)c1	-8.2%	0.4%	2.7%	-3.1%	-0.4%	9.1%	7.5%	0.0%	-0.5%
CC(=O)[C@H]1CC[C@H]2[C@@H]3C=CC4=CC(=O)CC[C@@]4(C)[C@@H]3CC[C@]12C	-3.0%	11.0%	-0.1%	.	.	2.6%	13.2%	3.8%	.
Cc1ccc(-c2cc(Cc3ccc(F)cc3)c(=O)[nH]n2)cc1	.	-0.3%	.	4.8%	0.9%	-4.9%	3.3%	.	-0.5%
Clc1ccc(OCc2nc(-c3ccncc3)no2)c(Br)c1	0.0%	12.2%	8.4%	3.5%	-11.7%	11.8%	2.7%	-0.7%	1.5%
COc1ccc(C(C(=O)NCC2CCCO2)N(Cc2ccccc2)C(=O)CNC(=O)c2ccco2)cc1OC (centres undefined)	1.7%	5.4%	1.6%	1.2%	-0.9%	-4.0%	1.1%	1.4%	1.5%
COc1ccc(NC(=O)c2cccc([N+](=O)[O-])c2)cc1	-8.0%	-5.6%	10.8%	4.1%	31.5%	4.8%	0.5%	0.2%	1.9%
O=C1CC(SC(=Nc2ccccc2)Nc2ccccc2)C(=O)N1c1ccc(Cl)cc1 (centres undefined)	-3.3%	16.8%	7.3%	6.2%	-0.9%	-5.0%	3.3%	1.6%	-0.4%
O=C(NCc1ccco1)/C(=C/c1ccccc1F)NC(=O)c1ccccc1	4.5%	7.6%	3.3%	1.7%	-5.5%	-2.9%	1.6%	0.2%	-0.4%
Cc1ccc(CNC(=O)CN(C)S(=O)(=O)c2ccc3c(c2)n(C)c(=O)c(=O)n3C)cc1	0.9%	2.9%	9.7%	-3.0%	18.0%	-2.9%	0.4%	0.2%	-0.6%
CCN(C(=O)c1ccc(Br)o1)C1CCS(=O)(=O)C1 (centres undefined)	2.9%	17.4%	7.4%	.	.	-1.0%	-0.8%	0.6%[50 µM]	.
CCN(CC)C(=O)Cn1cc(C(=O)C(=O)NCCCn2ccnc2)c2ccccc21	-1.5%	23.3%	8.4%	2.9%	1.3%	-2.8%	-0.6%	0.2%	-0.8%
COc1cc(NC(=O)COC(=O)CNS(=O)(=O)c2ccc(F)c(F)c2F)cc(OC)c1	-2.9%	6.0%	9.3%	9.3%	-15.2%	10.8%	2.5%	3.0%	-1.3%
COc1ccc(/C=C/C(=O)NC(=S)NN2CCCCC2c2cccnc2)cc1 (centres undefined)	-8.1%	4.6%	15.2%	10.8%	-7.6%	-13.8%	0.2%	0.1%	-2.7%
CN(C)c1nc(-c2ccccc2)c2cc(Cl)ccc2n1	0.0%	5.4%	12.7%	14.0%	-21.0%	0.5%	1.9%	0.3%	-2.3%
O=C(NCc1ccccc1Cl)c1cc(C(=O)C2CC2)c[nH]1	-3.9%	-0.5%	6.7%	-9.9%	3.4%	-5.4%	1.7%	0.2%	0.4%
O=C(CSc1cc(Cl)ccc1Cl)NC1CCCc2ccccc21 (centres undefined)	3.6%	-3.4%	7.1%	-0.2%	8.9%	-13.2%	0.7%	0.1%	1.9%
O=C(NN1CCOCC1)c1sc2cccc(F)c2c1Cl	-2.3%	19.4%	8.4%	0.7%	20.0%	3.6%	0.4%	0.2%	-3.3%
OCCOc1ccc(CN2CCN(CCCc3ccccc3)C(CCO)C2)cc1 (centres undefined)	5.0%	-3.1%	12.2%	5.6%	-7.0%	1.3%	-1.1%	-0.2%	-0.4%
C=CCN(c1ccccc1C(=O)O)S(=O)(=O)c1ccc(C)cc1	-6.6%	8.4%	7.9%	-7.5%	5.4%	5.9%	-0.4%	-0.2%	-0.5%
COc1ccc(NC(=O)CN2CCC(Cc3ccccc3)CC2)cc1S(=O)(=O)N1CCOCC1	-2.2%	20.8%	8.4%	-5.9%	-1.5%	4.5%	3.5%	2.9%	0.4%
O=C(c1ccccc1)c1ccc2nc[nH]c2c1	-0.7%	1.2%	6.7%	5.0%	-6.3%	5.0%	4.2%	1.6%[50 µM]	-2.3%
CSc1nnc2c(n1)OC(C)N(C(=O)c1ccccc1)c1ccccc1-2 (centres undefined)	-12.9%	0.2%	5.3%	7.8%	12.6%	1.5%	2.5%	-0.2%	-1.2%
CCOC(=O)C[C@H]1c2cc(C(F)(F)F)ccc2S(=O)(=O)N1C(C)C	-2.0%	11.8%	12.1%	.	.	.	3.0%	0.9%	.
CC1CN(C(=O)N(C)C)CCN1C(=O)N(C)C (centres undefined)	-7.1%	2.8%	14.9%	11.3%	-3.4%	-0.4%	2.6%	0.9%	1.1%
O=S(=O)(N1CCCCC1)N1CCN(S(=O)(=O)N2CCCCC2)CC1	-8.3%	4.2%	7.9%	-6.8%	1.4%	5.2%	.	0.8%	0.4%
COc1ccc(CCNC(=O)CSc2nc(N)cc(=O)[nH]2)cc1OC	8.2%	3.0%	3.0%	0.2%	-14.5%	-5.4%	1.4%	2.2%	0.4%
CC1CCCCN1C(=O)c1ccc(S(=O)(=O)N2CCCCC2C)cc1 (centres undefined)	5.4%	16.7%	11.2%	8.0%	0.9%	10.6%	-0.1%	0.3%	-1.4%
Cc1ccc(NCc2n[nH]c(=S)n2-c2ccccc2)c(C)c1	0.8%	20.2%	-0.3%	6.1%	2.4%	-3.6%	11.9%	0.0%	-1.1%

The last 2 compounds of the part above open the next one:
SMILES	NS5 inhibitors	Large T inhibition	Rac1 GTP hydrolysis	GPR55 antagonists	GPR35 antagonists	PhoP inhibition	RSV antiviral HEp-2	UTI89 phage lysis	HIV peptide binding	others
CC1CCCCN1C(=O)c1ccc(S(=O)(=O)N2CCCCC2C)cc1 (centres undefined)	5.4%	16.7%	11.2%	8.0%	0.9%	10.6%	-0.1%	0.3%	-1.4%
Cc1ccc(NCc2n[nH]c(=S)n2-c2ccccc2)c(C)c1	0.8%	20.2%	-0.3%	6.1%	2.4%	-3.6%	11.9%	0.0%	-1.1%
CC(C)CCNC(=O)c1cn(C)c2ccc(S(=O)(=O)N3CCCC3)cc2c1=O	0.9%	14.5%	5.4%	65.5%	14.0%	-8.0%	2.8%	1.3%	3.8%
O=C(CCC1CCCN(C(=O)c2ccccc2Cl)C1)N1CCN(c2ccccn2)CC1 (centres undefined)	-9.8%	10.8%	0.5%	-21.8%	-13.8%	2.8%	?	0.2%	1.1%
N/C(=N\OC(=O)c1ccc2ccccc2c1)c1ccncc1	-2.7%	17.2%	5.0%	7.9%	10.8%	12.5%	0.9%	-0.2%	1.7%
O=C(Nc1c(F)cc(F)cc1Br)C1CCCO1 (centres undefined)	1.6%	-0.1%	8.1%	1.3%	-12.0%	6.3%	1.4%	6.8%	1.7%
O=C(Cn1c(=O)oc2ccccc21)Nc1ccccc1N1CCOCC1	-11.1%	-3.6%	1.9%	8.4%	3.1%	3.7%	1.3%	-0.2%	3.6%
O=C1OC(/C=C/c2ccc(Cl)cc2Cl)=NC/1=C\c1cccs1	-9.0%	8.6%	5.9%	9.0%	0.0%	-4.1%	0.1%	-0.1%	54.2%*
Nc1nccnc1C(=O)OCC(=O)NCCc1ccc(Cl)cc1	-8.5%	.	5.2%	.	.	.	0.1%	1.4%[50 µM]	.
N#CCCNC(=O)Cn1c(COc2ccc(Cl)cc2)nc2ccccc21	0.0%	9.7%	-2.4%	4.8%	-2.9%	10.6%	1.9%	-0.4%	2.4%
COC(=O)C1(C)NC(=O)c2ccccc2N1 (centres undefined)	-0.7%	-2.3%	-0.3%	-2.5%	-8.5%	7.2%	2.1%	-2.2%	-0.2%
CN(C)S(=O)(=O)c1ccc(N2CCCC2)c(C(=O)NNC(=O)COc2ccc(Cl)cc2)c1	-9.1%	8.7%	2.6%	10.5%	-2.9%	5.2%	0.7%	0.9%[50 µM]	-0.6%
COc1ccc(NC(=O)CN2CCN(CC(=O)Nc3ccccc3F)CC2)cc1OC	-2.8%	11.1%	9.5%	-9.8%	-2.7%	20.8%	1.5%	1.4%	0.6%
O=S(=O)(Nc1ccccc1)c1ccc2c(c1)CCO2	.	8.1%	.	-0.8%	-12.0%	-2.0%	0.8%	.	-1.5%
COC(=O)C1=C(C(=O)OC)N2C=CC=CC2(C)C(C(=O)OC)=C1C(=O)OC (centres undefined)	-7.2%	6.8%	5.7%	5.5%	9.1%	11.5%	1.2%	1.2%[50 µM]	0.6%
COc1ccc(/C=C/c2nnc(NC(=O)CSc3ccc(Cl)cc3)s2)cc1	3.0%	0.4%	14.7%	3.4%	7.4%	-18.9%	2.4%	1.6%	0.7%
CCc1ccc2nc3n[nH]c(N)c3cc2c1	-1.0%	13.5µM*	?	-17.8%	14.0%	25.7%	-3.5%	0.5%	-2.4%

Assay outcomes: PubChem BioAssay, several laboratories
